p53 PUMA act: mutant p53 pathway re-activators, primary screen, cell-based, SW480, luciferase, single point, HTS | SW480 PUMA-promoter luciferase, p53 mutant reactivation | activation, % at 9.98 µM | 28,000 compounds, 1.5% hits; in the data active = activation above about 52%
STK33 inh: STK33 kinase inhibitors, primary screen, biochemical, luminescence, ADP-Glo, MBP substrate | 27,000 compounds, 0.44% hits | inhibition, % at 12.5 µM | Serine/threonine-protein kinase 33 (Homo sapiens), Q9BYT3; in the data active = inhibition above about 20%
Target sequence (Q9BYT3 whole entry, looked up): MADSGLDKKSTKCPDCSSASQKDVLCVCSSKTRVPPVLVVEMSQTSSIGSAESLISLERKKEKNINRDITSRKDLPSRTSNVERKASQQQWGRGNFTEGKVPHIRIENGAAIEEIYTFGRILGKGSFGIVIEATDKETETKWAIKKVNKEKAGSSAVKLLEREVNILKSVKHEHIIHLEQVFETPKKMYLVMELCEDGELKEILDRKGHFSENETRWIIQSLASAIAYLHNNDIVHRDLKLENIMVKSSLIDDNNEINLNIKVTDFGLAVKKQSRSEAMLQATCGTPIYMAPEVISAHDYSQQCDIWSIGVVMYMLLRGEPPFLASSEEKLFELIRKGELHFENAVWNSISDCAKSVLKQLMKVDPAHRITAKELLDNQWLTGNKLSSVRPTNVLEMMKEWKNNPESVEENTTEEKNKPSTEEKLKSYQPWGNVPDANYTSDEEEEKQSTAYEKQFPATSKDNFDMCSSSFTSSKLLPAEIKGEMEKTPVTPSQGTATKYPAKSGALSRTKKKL
Active calls of the source: *; . = no result given.

SMILES | p53 PUMA act | STK33 inh
CS(=O)(=O)CCC(C(=O)N1CCCCC1)N1C(=O)c2cc(Cl)c(Cl)cc2C1=O (configuration not stated) | -4 | -7
CC(C)[C@H]1c2ccc(F)cc2CC[C@@]1(CCN(C)CCCc1nc2ccccc2[nH]1)OC(=O)C1CC1 | -65 | .
Cc1ccc(-c2noc(CCC(=O)Nc3cccc([N+](=O)[O-])c3)n2)cc1 | 24 | -1
Cc1noc(C)c1S(=O)(=O)Nc1ccc2c(c1)C(=O)N([C@H](C)CO)C[C@H](C)[C@H](CN(C)C(=O)CCCN(C)C)OCCCC[C@H](C)O2 | 7 | .
COc1ccc(CN(C)C[C@@H]2OCc3cnnn3CCCC(=O)N([C@@H](C)CO)C[C@@H]2C)cc1 | . | -2
O=C(O)CCC(=O)Cc1ccccc1 | . | -2
C[C@H](CO)N1C[C@H](C)[C@@H](CN(C)Cc2ccc3c(c2)OCO3)Oc2c(NC(=O)C3CCOCC3)cccc2C1=O | 1 | .
C[C@H]1CN([C@@H](C)CO)C(=O)Cc2cc(NS(=O)(=O)c3ccc(Cl)cc3)ccc2O[C@H]1CN(C)S(=O)(=O)c1ccccc1 | . | 2
Cc1nn(CC(=O)Nc2cccnc2)c(C)c1[N+](=O)[O-] | -8 | -2
COc1ccc(S(=O)(=O)N(C)C[C@@H]2OCCCC[C@@H](C)Oc3ccc(NC(=O)Nc4ccc(C(F)(F)F)cc4)cc3C(=O)N([C@H](C)CO)C[C@@H]2C)cc1 | . | 2
C[C@H]1CN([C@@H](C)CO)C(=O)c2cc(NS(=O)(=O)c3ccc(F)cc3)ccc2O[C@H]1CN(C)C(=O)NC1CCCCC1 | . | -1
COc1ccc(NC(=O)Nc2ccc3c(c2)C(=O)N([C@@H](C)CO)C[C@H](C)[C@@H](CN(C)S(=O)(=O)c2cccs2)O3)cc1 | -2 | .
CC(C)OC(=O)N(C)C[C@@H]1OCc2cnnn2CCCC(=O)N([C@@H](C)CO)C[C@H]1C | . | 2
C[C@@H]1CN([C@@H](C)CO)C(=O)Cc2cc(NC(=O)c3ccncc3)ccc2O[C@@H]1CN(C)S(=O)(=O)c1ccc(F)cc1 | . | -2
COC(=O)c1cccc(NC(=O)COc2ccc([N+](=O)[O-])cc2)c1 | 6 | 3
O=C1C(=O)N(CCCN2CCOCC2)C(c2cccnc2)C1C(=O)c1cc2ccccc2o1 (configuration not stated) | -2 | 0
Cc1ccc(S(=O)(=O)N(C)C[C@@H]2OCCCC[C@H](C)Oc3ccc(NC(=O)NC4CCCCC4)cc3C(=O)N([C@H](C)CO)C[C@H]2C)cc1 | -19 | .
COc1ccc(-c2nc(SCC(=O)Nc3cccc(F)c3)n[nH]2)cc1 | 1 | 7
Cc1ccc(N(CC(=O)Nc2ccc(Br)cc2F)S(C)(=O)=O)cc1C | 2 | -3
CC(C)NC(=O)Nc1ccc2c(c1)CC(=O)N([C@@H](C)CO)C[C@@H](C)[C@H](CN(C)Cc1ccc(-c3ccccc3)cc1)O2 | -15 | .
C[C@@H]1CN([C@@H](C)CO)C(=O)c2cccc(NC(=O)Nc3cccc4ccccc34)c2O[C@H]1CN(C)C(=O)Nc1ccc(F)cc1 | -4 | .
COc1ccccc1NC(=O)N(C)C[C@@H]1Oc2cc(Br)ccc2S(=O)(=O)N([C@H](C)CO)C[C@H]1C | 4 | .
Cc1cccc(C)c1OCCCCNCCO | 2 | -6
NC(=O)[C@@H]1[C@H]2C(=O)O[C@H](c3ccccc3)[C@H](c3ccccc3)N2[C@H](c2ccccc2OCCO)[C@@]12C(=O)Nc1ccccc12 | . | 13
C[C@@H]1CN([C@@H](C)CO)C(=O)c2cccc(NS(C)(=O)=O)c2O[C@@H]1CN(C)Cc1ccc(Cl)c(Cl)c1 | -11 | .
C[C@@H]1CCCCO[C@@H](CN(C)C(=O)c2ccccc2)[C@@H](C)CN([C@H](C)CO)C(=O)c2cc(N(C)C)ccc2O1 | . | -3
C[C@H]1CN([C@@H](C)CO)C(=O)Cc2cc(NC(=O)Nc3ccccc3)ccc2O[C@H]1CN(C)Cc1ccc(C(=O)O)cc1 | -4 | 2
C[C@@H]1CN([C@H](C)CO)C(=O)c2cccc(NS(C)(=O)=O)c2O[C@H]1CN(C)C(=O)Nc1ccccc1 | 3 | .
C[C@H](CO)N1C[C@H](C)[C@H](CN(C)Cc2ccc(Oc3ccccc3)cc2)Oc2ccc(NS(=O)(=O)c3ccccc3)cc2CC1=O | . | 6
Cc1noc(C)c1NC(=O)Nc1cccc2c1O[C@H](CN(C)Cc1ccc(Cl)c(Cl)c1)[C@@H](C)CN([C@@H](C)CO)C2=O | 3 | .
Cc1noc(C)c1NC(=O)N(C)C[C@@H]1Oc2ccc(NS(=O)(=O)c3ccc(F)cc3)cc2C(=O)N([C@@H](C)CO)C[C@@H]1C | . | -2
N#Cc1nc(-c2ccccc2F)oc1NCCN1CCOCC1 | . | -5
O=[N+]([O-])c1cccc(NC(=S)NCCn2cc(Br)cn2)c1 | 1 | -2
C[C@@H]1CCCCO[C@@H](CN(C)C(=O)C2CCCCC2)[C@@H](C)CN([C@H](C)CO)C(=O)c2cc(NC(=O)Cc3ccccc3)ccc2O1 | . | -5
C[C@@H]1CCCCO[C@H](CN(C)C(=O)CCCN(C)C)[C@@H](C)CN([C@H](C)CO)C(=O)c2cc(NS(=O)(=O)c3ccc(Cl)cc3)ccc2O1 | 10 | 0
C[C@@H]1CN([C@H](C)CO)C(=O)c2cc(-c3ccncc3)cnc2O[C@H]1CN(C)C(=O)c1cccc(F)c1 | 10 | .
Cc1ccc(S(=O)(=O)N(C)C[C@@H]2OCCCC[C@@H](C)Oc3ccc(NS(=O)(=O)c4ccc(Cl)cc4)cc3C(=O)N([C@H](C)CO)C[C@@H]2C)cc1 | . | 4
COc1cc(CC2COC(c3ccc(O)c(OC)c3)C2COC(C)=O)ccc1O (configuration not stated) | . | 1
C[C@H](CO)N1C[C@H](C)[C@H](CN(C)C(=O)Nc2ccc(F)cc2)Oc2ccc(NC(=O)CCN3CCOCC3)cc2CC1=O | . | 0
C=C1C(=O)O[C@H]2C1CC[C@@](C)(O)[C@@H]1C[C@H](O)C(=C)[C@@H]12 (some centres not stated) | . | -7
COc1ccc(CN(C)C[C@H]2Oc3ccc(NC(=O)Nc4ccc(OC)cc4)cc3CC(=O)N([C@@H](C)CO)C[C@@H]2C)cc1 | 10 | -2
CCS(=O)(=O)N(C)C1c2cc(C#N)ccc2OC(C)(C)C1O (configuration not stated) | 8 | .
C[C@@H]1CN([C@@H](C)CO)S(=O)(=O)c2ccc(-c3ccncc3)cc2O[C@@H]1CN(C)C(=O)c1cccc(F)c1 | -5 | .
CS(=O)(=O)CCC(C(=O)N1CCOCC1)N1C(=O)c2ccc(Br)cc2C1=O (configuration not stated) | -7 | 0
C[C@@H]1CN([C@@H](C)CO)C(=O)c2cccc(NS(=O)(=O)c3ccccc3)c2O[C@@H]1CN(C)Cc1ccc(C(=O)O)cc1 | . | 0
C[C@@H]1CN([C@H](C)CO)S(=O)(=O)c2ccc(C#CC(C)(C)O)cc2O[C@H]1CN(C)Cc1ccncc1 | -16 | .
CC1(C)C=CC(=O)[C@@]2(C)C1CC(=O)[C@]1(C)C2CC[C@@]2(C)[C@H](c3ccoc3)OC(=O)C3OC321 (some centres not stated) | . | 1
Cc1ccc2oc(-c3ccc(NC(=O)Cn4c(=O)oc5ccccc54)cc3)nc2c1 | 60* | 5
COc1ccc(CN(C)C[C@@H]2Oc3c(NC(=O)c4cc(C)nn4C)cccc3C(=O)N([C@H](C)CO)C[C@@H]2C)cc1 | -4 | .
CC(C)NC(=O)N(C)C[C@H]1Oc2ccc(NC(=O)Cn3cnnn3)cc2CC(=O)N([C@@H](C)CO)C[C@H]1C | . | 2

Single entries from the entries so far:
STK33 inh, C[C@@H]1CCCCO[C@@H](CN(C)C(=O)C2CCCCC2)[C@@H](C)CN([C@H](C)CO)C(=O)c2cc(NC(=O)Cc3ccccc3)ccc2O1 is entered as -5
STK33 inh, CC(C)NC(=O)N(C)C[C@H]1Oc2ccc(NC(=O)Cn3cnnn3)cc2CC(=O)N([C@@H](C)CO)C[C@H]1C is entered as 2
p53 PUMA act, CC(C)[C@H]1c2ccc(F)cc2CC[C@@]1(CCN(C)CCCc1nc2ccccc2[nH]1)OC(=O)C1CC1 is entered as -65
p53 PUMA act, COc1ccc(NC(=O)Nc2ccc3c(c2)C(=O)N([C@@H](C)CO)C[C@H](C)[C@@H](CN(C)S(=O)(=O)c2cccs2)O3)cc1 is entered as -2
STK33 inh, O=[N+]([O-])c1cccc(NC(=S)NCCn2cc(Br)cn2)c1 is entered as -2
p53 PUMA act, Cc1noc(C)c1S(=O)(=O)Nc1ccc2c(c1)C(=O)N([C@H](C)CO)C[C@H](C)[C@H](CN(C)C(=O)CCCN(C)C)OCCCC[C@H](C)O2 is entered as 7
p53 PUMA act, Cc1nn(CC(=O)Nc2cccnc2)c(C)c1[N+](=O)[O-] is entered as -8

Continued:
SMILES | p53 PUMA act | STK33 inh
CC(C)NC(=O)Nc1ccc2c(c1)C(=O)N([C@H](C)CO)C[C@@H](C)[C@H](CN(C)S(=O)(=O)c1cccs1)OCCCC[C@H](C)O2 | -6 | .
C[C@H]1CN([C@@H](C)CO)C(=O)Cc2cc(NC(=O)CCC(F)(F)F)ccc2O[C@H]1CN(C)C(=O)Nc1cccc2ccccc12 | -6 | 1
O=C(CCn1cnc2ccccc2c1=O)Nc1cccc(C(=O)c2ccccc2)c1 | -2 | 2
CN(CC(=O)Nc1ccccc1-c1ccccc1)S(=O)(=O)c1ccc2ccccc2c1 | 2 | -1
COc1ccc(S(=O)(=O)Nc2ccc3c(c2)C(=O)N([C@H](C)CO)C[C@H](C)[C@@H](CN(C)Cc2ccc(C(=O)O)cc2)OCCCC[C@@H](C)O3)cc1 | . | 1
C[C@@H]1CN([C@H](C)CO)C(=O)c2ccccc2-c2ccccc2CO[C@@H]1CN(C)C(=O)Nc1ccnc(N2CCOCC2)c1 | -9 | .
COc1ccc(S(=O)(=O)N(C)C[C@@H]2Oc3ccc(NS(C)(=O)=O)cc3CC(=O)N([C@H](C)CO)C[C@H]2C)cc1 | -4 | -4
Cc1ccnc(SCC(=O)Nc2cccc3ccccc23)n1 | -13 | 0
C[C@H](CO)N1C[C@H](C)[C@H](CN(C)C(=O)Nc2ccc3c(c2)OCO3)Oc2ncc(-c3ccc(F)cc3)cc2C1=O | . | 0
Cc1ccc(C)c(OCC(=O)Nc2c[nH]c(=O)[nH]c2=O)c1 | -1 | 1
C[C@H](CO)N1C[C@H](C)[C@H](CN(C)C(=O)Nc2ccccc2)Oc2ncc(-c3cc4ccccc4o3)cc2C1=O | -13 | -1
Cc1cc(Cl)ccc1OCC(=O)Nc1ccccc1-c1nc2ccccc2s1 | -25 | 3
O=C(Nc1cccc2cccnc12)c1ccccc1S(=O)(=O)c1ccc([N+](=O)[O-])cc1 | -2 | -2
C[C@H]1CCCCO[C@@H](CN(C)C(=O)CCCN(C)C)[C@@H](C)CN([C@@H](C)CO)C(=O)c2cc(NC(=O)c3ccncc3)ccc2O1 | 3 | .
C[C@H](O)C#Cc1ccc2c(c1)O[C@@H](CN(C)C)[C@H](C)CN([C@@H](C)CO)S2(=O)=O | -9 | .
CCOC(=O)c1ccc(NC(=O)CSc2nc(C)cc(C(F)(F)F)n2)cc1 | -4 | -2
O=C(NC1CCN(Cc2ccccc2)CC1)c1ccc(NS(=O)(=O)c2cccs2)cc1 | -19 | .
C=CCN1C(=O)[C@@]2(O[C@@H](CCO)[C@H]([Si](C)(C)c3ccc(OC)cc3)[C@H]2C)c2cc(N3CCCCC3=O)ccc21 | . | -13
O=C(O)c1ccc(CSc2nnc(-c3cccnc3)n2-c2ccc(Br)cc2)cc1 | 45 | 1
C[C@@H]1CN([C@@H](C)CO)C(=O)c2cc(NC(=O)C3CC3)ccc2O[C@H]1CN(C)Cc1ccc(C(=O)O)cc1 | -5 | .
CC1(C)CC[C@]2(C(=O)O)CC[C@]3(C)C(=CCC4[C@@]5(C)CC[C@H](O[C@@H]6O[C@H](CO)[C@@H](O)[C@H](O)[C@H]6O)C(C)(C)C5CC[C@]43C)[C@@H]2C1 (some centres not stated) | . | -8
C[C@@H]1CCCCO[C@@H](CN(C)S(=O)(=O)c2cccs2)[C@H](C)CN([C@@H](C)CO)C(=O)c2cc(NS(C)(=O)=O)ccc2O1 | 1 | .
Cc1noc(C)c1NC(=O)N(C)C[C@@H]1OCCCC[C@H](C)Oc2ccc(NS(=O)(=O)c3cccs3)cc2C(=O)N([C@@H](C)CO)C[C@H]1C | 12 | .
COc1ccc(NC(=O)COc2ccccc2[N+](=O)[O-])cc1Cl | 135* | 4
C[C@H]1CCCCO[C@H](CN(C)Cc2ccc3c(c2)OCO3)[C@@H](C)CN([C@@H](C)CO)C(=O)c2cc(NC(=O)C3CCCCC3)ccc2O1 | -17 | .
Cc1cc(C)c(C)c(S(=O)(=O)NCc2ccc(C(=O)Nc3ccncc3)cc2)c1C | -17 | -7
CNC[C@@H]1Oc2ccc(NS(=O)(=O)c3ccccc3)cc2CC(=O)N([C@H](C)CO)C[C@@H]1C | 4 | -3
CC(=O)c1cccc(NC(=O)COc2ccccc2C(=O)Nc2ccc3c(c2)oc2ccccc23)c1 | 41 | -3
C[C@@H]1CN([C@H](C)CO)S(=O)(=O)c2ccc(-c3cccc(C#N)c3)cc2O[C@H]1CN(C)C(=O)c1ccncc1 | -1 | .

Random excerpt: three records from the list.
SMILES | p53 PUMA act | STK33 inh
C[C@@H]1CN([C@H](C)CO)S(=O)(=O)c2ccc(-c3cccc(C#N)c3)cc2O[C@H]1CN(C)C(=O)c1ccncc1 | -1 | .
CNC[C@@H]1Oc2ccc(NS(=O)(=O)c3ccccc3)cc2CC(=O)N([C@H](C)CO)C[C@@H]1C | 4 | -3
Cc1cc(C)c(C)c(S(=O)(=O)NCc2ccc(C(=O)Nc3ccncc3)cc2)c1C | -17 | -7

Bioassay records as filed in PubChem.

Some of the compounds tested; the hit share may differ from the screen's.
